HEK293 NOD2/NF-kB: NOD2 signaling inhibitors, cell-based, luminescence, uHTS, HEK293 (AID 1566) | actives 0.63% (n = 290,000) | HEK293 NOD2/NF-kB luciferase reporter, luminescence; higher % means a stronger effect | inhibition, % at 4 µM, or EC50 in µM where a hit was titrated; in the data active = inhibition above about 50%; also: many of its hits are not listed in these tables
Yfh1-depleted yeast: enhancers of respiration in Yfh1-depleted yeast, dose response, Friedreich's ataxia, plus single-dose screen (AID 1465). actives 0.074% (n = 220,000). S. cerevisiae Yfh1-off respiration, WST-1 reduction, 72 h; higher fold induction means a stronger effect. fold induction at 50 µM, or EC50 in µM where a hit was titrated;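 active = fold induction of absorbance versus untreated yeast above a set limit, then at least 30% activation at any dose in follow-up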;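 also: activators that raise dye reduction in frataxin-depleted yeast; strong numbers were not always called active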
WT yeast gro inh: growth inhibition of WT yeast, mitochondrial fusion screen | actives 2.1% (n = 190,000) | mitochondrial fusion phenotypic screen, WT strain | inhibition, % at 10 µM; in the data active = inhibition above about 58%; tested in S. cerevisiae
Lipid droplet: modulators of hepatic lipid droplet formation. AML12 mouse hepatocytes, oleate lipid droplets, BODIPY imaging. inhibition, % at 6.5 µM. actives 0.4% (n = 240,000);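 active = lipid droplet intensity inhibited by at least 50%, with more than 500 cells counted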
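Material – AML12 mouse liver cells · Also added – oleate loading, 100 µM · Compound dosing – 6.5 µM single-point dosing · Times – overnight treatment with compound plus oleate · Measured by – fluorescence imaging, 20x objective, two fields per well · Read-out – percent inhibition of filter-corrected integrated lipid droplet intensity per well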
MT stabilizer: stabilizes microtubules in HeLa cells | HeLa tubulin immunostaining HCS, 24 h; share of cells brighter than vehicle mean+2SD | % tubulin-high responders, % at 10 µM | actives 0.83% (n = 200,000) | AID 2205;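 active = plate Z-score above 3 for both tubulin-high and condensed-nucleus cell shares, with cell loss under 80%, at 10 µM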;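 also: anti alpha tubulin signal scored within the nucleus-defined area of each cell; some results filed as inactive read as strong as hits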
Autophagy mod: alters autophagy in cells; actives 0.98% (n = 190,000); MEF GFP-LC3 puncta imaging; test concentration mostly 10 µM; calls only at 10 µM (by protocol);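 active = percentage of spot-positive cells more than 3 SD above its plate mean, without a fluorescence outlier flag or 80% toxicity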;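 also: spot-positive cell cutoff set from DMSO-treated cells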
Dynein transport: dynein cargo transport inhibition. 3617.4 mouse cells, GR-EGFP nuclear translocation imaging; test concentration mostly 20 µM; stimulated with dexamethasone, 1 µM; active compounds read low. z-score, hits read low. actives 0.47% (n = 220,000). AID 1381;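 active = plate z-score of nuclear minus cytoplasmic receptor signal below a set negative limit, without overly bright fluorescence or cell loss, cut at about -3.5 in these data, passing the limit was not always enough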;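 also: z-score of nuclear minus cytoplasmic ring GR-EGFP intensity difference per well; some compounds called inactive have numbers as strong as hits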
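Also added: dexamethasone, 1.0 µM final. Medium: tet-free, stripped-serum medium. Detection: fixed, Hoechst-stained cells imaged at 10x for EGFP. Read-out: nuclear-to-cytoplasmic GR-EGFP distribution per well. Times: induction 48 h, compound 1 h, agonist 30 min.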
Insulin prom up: MIN6 insulin promoter up-regulation | AID 1625 | actives 0.3% (n = 190,000) | MIN6 insulin promoter-GFP reporter, high-content imaging; active compounds read high | z-score at 5 µM;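 active = z-score above 3 at 5 µM with at least 500 cells counted in the well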
b-catenin transl: modulators of beta-catenin nuclear translocation; HeLa beta-catenin nuclear translocation, immunofluorescence imaging; nuclear translocation activity, % at 5 µM; actives 0.3% (n = 190,000);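 active = nuclear translocation activity above 50% at 5 µM, with a well cell count of 50 or more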;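 also: per-cell ratio of nuclear to cytoplasmic median beta-catenin stain intensity; plate controls were DMSO negative control for no effect and GSK-3 inhibitor IX positive control for full effect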
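System: Human HeLa cells, endogenous beta-catenin | Compound dosing: 5 µM primary, 0.02–20 µM confirmation | Timing: 24 h compound exposure at 37°C, 5% CO2 | Measured by: Fluorescence imaging of beta-catenin antibody stain plus DAPI | Read-out basis: % activation of per-cell nuclear versus cytoplasmic median beta-catenin signal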
WT yeast gro inh mutant strain: also measured in WT yeast gro inh; calls as there; inhibition, %; mitochondrial fusion phenotypic screen, mutant strain inhibition
Dynein transport cytoplasmic EGFP: second read-out of Dynein transport, no call of its own (marks repeat the call); z-score; measured here: cytoplasmic GR-EGFP intensity; active compounds read high
Dynein transport nuclear GR-EGFP: further read-out of Dynein transport, marked with its call; z-score; measured here: nuclear GR-EGFP intensity;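 lower value marks the stronger effect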
Dynein transport cell count: also measured in Dynein transport; calls as there; z-score; measured here: cell count per field
Insulin prom up cell count: also measured in Insulin prom up; calls as there; cell count; measured here: cytotoxicity, nuclei count;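 total cells summed across four imaged fields per well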
Lipid droplet cells 6.5 µM: recorded beside Lipid droplet, whose call it bears; cell count; measured here: cell count, cytotoxicity flag;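 cells counted across two imaged fields per well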
b-catenin transl cell count 5 µM: also measured in b-catenin transl; calls as there; cell count; measured here: cell count, cytotoxicity flag
MT stabilizer Hoechst-high %: further read-out of MT stabilizer, marked with its call; % Hoechst-high responders; measured here: nuclear condensation Hoechst responders;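 share of cells brighter than vehicle mean plus two SD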
MT stabilizer cytotoxicity %: further read-out of MT stabilizer, marked with its call; toxicity, %; measured here: cytotoxicity by cell density;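 0% = mean cell density of plate MIN control wells and 100% = no cells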
Autophagy mod cell loss 18 h: second read-out of Autophagy mod, no call of its own (marks repeat the call); toxicity, %; measured here: cell loss, nuclei count;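 cell loss after 18 h compound exposure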
Starred values were filed as active, the others as inactive; i = inactive; nt = not tested or not shown; + = active, no number.

Sequence of screens – HEK293 NOD2/NF-kB, Yfh1-depleted yeast, WT yeast gro inh, WT yeast gro inh mutant strain, Lipid droplet, Lipid droplet cells 6.5 µM, MT stabilizer, MT stabilizer Hoechst-high %, MT stabilizer cytotoxicity %, Autophagy mod, Autophagy mod cell loss 18 h, Dynein transport, Dynein transport cytoplasmic EGFP, Dynein transport nuclear GR-EGFP, Dynein transport cell count, Insulin prom up, Insulin prom up cell count, b-catenin transl, b-catenin transl cell count 5 µM
COc1ccccc1C(=O)Nc1ccc2nc(SCC(=O)N(C)C)sc2c1
    -3%, i, 12, 14, 4, 730, 3.1, 2.0, 1.7, i, 13, 0.086, -0.25, 0.079, 0.9, 0.52, 1336, nt, nt
CCCn1c2c(c(=N)c3c1CCC3)CCCC2
    23%, i, 10, -6, 1, 605, 1.9, 3.4, 9.1, i, -10, 1.1, -0.16, 0.51, -0.7, -0.38, 846, -1.5, 559
Cc1ccc(OCC(=O)N/N=C/c2ccncc2)cc1C
    -13%, i, nt, nt, -1, 726, nt, nt, nt, nt, nt, 0.22, -0.15, 0.13, 0.19, 0.05, 1403, -1.6, 1163
O=C(COc1cccnc1[N+](=O)[O-])Nc1ccccc1Sc1ccccc1
    16%, i, -10, -2, -2, 532, 5.5, 2.1, 4.7, i, -2, -0.26, 0.72, 0.43, -0.064, 0.6, 1567, -3.4, 1235
O=C(NCCN1CCc2ccccc2C1)C1CC(=O)N(C2CCCC2)C1 (stereo not drawn)
    0%, i, -17, -10, nt, nt, 2.0, 2.2, 5.4, i, -12, -0.51, -0.22, -0.21, 0.75, 0.92, 1408, -1.1, 1351
O=C1C(C=Nc2ccc(F)cc2)=C(O)c2ccccc21
    -181%, i, 15, 18, 4, 713, 3.2, 2.4, 3.2, i, 36, -0.38, -0.32, 0.29, 0.21, -0.1, 1444, -1.0, 1052
Cc1ccc(NCN2C(=O)C(=O)c3ccccc32)nc1
    7%, i, -16, 2, 6, 654, 6.1, 1.4, 2.4, i, 9, 1.5, -0.11, 1.6, -2.8, -0.17, 1406, -1.2, 1103
COc1cccc(CC2(CO)CCN(Cc3cnc(N4CCOCC4)s3)CC2)c1
    2%, i, -13, -13, 10, 719, nt, nt, nt, i, -14, 0.68, -0.33, 0.66, 0.11, -0.04, 1475, -0.9, 954
Cc1cc(NC(=O)COC(=O)c2ccc(F)c(S(=O)(=O)N3CCOCC3)c2)no1
    2%, i, -6, -7, 4, 739, 3.7, 3.1, 7.3, i, 2, -1.4, -0.21, -0.23, 0.72, 0.13, 1859, -1.6, 1060
Cc1ccc(CSc2nnc(CS(=O)Cc3ccc(Cl)cc3Cl)n2C)cc1 (stereo not drawn)
    -10%, i, 4, 12, -16, 525, 1.0, 1.1, 7.6, i, -12, 3.1, -0.15, 0.53, -1.7, 0.52, 1822, -3.5, 1133
O=C(NC1CCCC1)C(c1ccncc1)N(CC1CCCO1)C(=O)Cn1nnc(-c2cccs2)n1 (stereo not drawn)
    15%, i, 6, 19, 16, 645, 2.4, 1.6, 8.2, i, 2, -0.3, -0.19, -0.33, 0.3, -0.1, 1801, -0.3, 1108
C#CC[N+](C)(C)CC#Cc1ccc(C)cc1
    -2%, i, -24, -12, 11, 667, 7.3, 9.9, 16, i, -1, -0.38, -0.21, -0.58, 0.49, -0.32, 1196, 9.8, 938
Cc1cccc(N2C(=O)CS/C2=N\NC(=O)c2ccc(Cl)cc2)c1C
    11%, i, -1, -1, -9, 718, 3.4, 2.5, 3.1, i, 14, -0.38, 0.065, -0.051, 0.035, -0.04, 1215, -2.0, 1196
OCCN(Cc1ccccc1)Cc1ccc(Cl)cc1
    7%, i, -8, 0, -3, 761, 2.2, 0.9, 6.0, i, 24, -0.67, -0.11, -0.14, 0.76, -0.42, 956, nt, nt
CCOC(=O)Cn1nc(/C=C/c2ccc(C(C)C)cc2)ccc1=O
    -14%, i, 10, -2, nt, nt, 2.4, 2.3, 4.4, i, 9, -0.37, -0.3, -0.0095, 0.42, -0.5, 1534, 3.5, 1116
COc1ccc(-c2nn(-c3ccccc3)cc2CNCc2cccnc2)c(F)c1
    4%, i, -3, -1, 2, 691, 1.5, 1.2, 9.2, i, -1, 0.046, -0.33, 0.44, 0.34, 0.26, 1376, -2.1, 1050
CCOC(=O)C(NC(=O)CC(C)C)(Nc1cc(C)on1)C(F)(F)F (stereo not drawn)
    10%, i, 8, 11, -13, 721, 4.4, 2.9, 6.4, i, -4, -0.79, -0.31, -0.67, -0.6, -0.09, 1237, -9.3, 1210
Cn1c(=O)c2c(ncn2CCNC2=NCCCCC2)n(C)c1=O
    7%, i, -3, -2, nt, nt, 2.6, 2.5, 5.3, i, 2, -0.054, -0.28, 0.57, -0.029, -0.32, 1452, 0.4, 1522
Cc1cc(C)n(-c2ccc(F)cc2CN2CCN(C3CCCC3)C(CCO)C2)n1 (stereo not drawn)
    -17%, i, -8, -14, 0, 728, 4.7, 1.1, 11, +, 6.2*, -0.18, -0.34, -0.1, 0.6, 0.53, 1511, -0.7, 1001
COc1cccc(CNC(=O)C2CCN(S(=O)(=O)c3cccc4cccnc34)CC2)c1
    8%, nt, 6, 5, -12, 729, 2.4, 1.2, 8.7, i, 10, -0.045, -0.1, 0.7, 0.42, -0.88, 1381, -0.9, 558
CCC1C/C(=C\c2cccnc2)C(=O)/C(=C/c2cccnc2)C1 (stereo not drawn)
    95%*, i, 64*, 49*, -1, 638, 45*, 59*, 65*, i, 89, -3.5, 0.89, -2.3, 1, -0.17, 1087, -1.1, 1091
COc1ccc2c(c1)C=C(CN1CCC(CO)(CCc3ccccc3)CC1)CO2
    20%, i, 26, 6, -14, 722, 1.6, 1.0, 4.3, i, -3, -0.49, -0.16, 0.04, 0.47, nt, nt, -0.5, 961
O=C(CSc1nnc(-c2ccco2)o1)N1CCN(c2ccccc2)CC1
    9%, i, -33, -2, -2, 739, 3.5, 1.8, 11, i, 3, 0.35, -0.38, -0.21, -0.57, -0.33, 1285, 0.3, 1113
COc1ccc(CN2CCC(CO)(Cc3ccccc3C(F)(F)F)CC2)c(F)c1
    12%, i, 27, 35, -22, 616, 3.6, 2.4, 10, i, 17, -0.9, -0.22, -0.28, 0.55, -0.24, 1537, -1.7, 1042
COC(=O)c1cccc(NC(=O)CN2CCN(c3ccc(OC)cc3)CC2)c1
    8%, i, 2, 8, nt, nt, 3.2, 2.6, 18, i, 23, 3.1, -0.34, 1.9, -1.8, nt, nt, 0.0, 1115
CC(=O)Nc1ccc(S(=O)(=O)NNC(=O)c2cccc3ccccc23)cc1
    11%, i, 3, 16, 0, 747, 1.3, 1.0, 7.3, i, -13, -0.28, -0.11, 0.073, 1.6, 0.1, 878, -1.3, 1206
O=C(COc1ncnc2ccccc12)Nc1cccc(S(=O)(=O)N2CCOCC2)c1
    17%, i, -2, -21, -3, 716, 4.7, 2.4, 7.7, i, 2, 1.7, -0.043, 0.9, -1.2, -0.42, 1442, -1.3, 1066
Cc1c(/C=N/N=C2\CCC3C4CCc5cc(O)ccc5C4CCC23C)cnn1C (stereo not drawn)
    4%, i, 9, -4, 1, 709, 2.7, 1.7, 6.8, i, -3, 1.1, 0.011, 0.82, -1.8, -0.35, 944, 5.3, 1125
COC(=O)c1cc(C#N)c(OC(C)C)nc1C
    2%, i, -6, 3, 0, 632, 4.4, 1.2, 4.6, i, 2, -0.37, -0.36, -0.47, 0.8, -1.1, 1269, -1.6, 1045
CCN1CCN(C(=S)c2ccc(SC)cc2)CC1
    -10%, i, 1, 8, 2, 789, 2.4, 1.7, 4.7, i, -1, -0.5, 0.11, -0.032, 0.66, 0.67, 1069, nt, nt
S=C(N/N=C/c1ccccc1Cl)Nc1cccc(Cl)c1Cl
    -51%, i, nt, nt, 16, 667, nt, nt, nt, nt, nt, -1.1, -0.18, -0.22, 1.3, -0.73, 1049, 2.1, 1284
CCOC(=O)c1c(CNc2ccncc2)n(C)c2cc(Br)c(O)cc12
    18%, i, 8, 19, 3, 675, 4.6, 3.3, 9.1, i, -5, 0.095, -0.27, 0.37, -0.58, -0.06, 1272, 3.7, 948
NC[C@@H]1O[C@H](O[C@H]2[C@@H](O)[C@H](O[C@@H]3[C@@H](O)[C@H](N)C[C@H](N)[C@H]3O[C@H]3O[C@H](CO)[C@@H](O)[C@H](O)[C@H]3N)O[C@@H]2CO)[C@H](N)[C@@H](O)[C@@H]1O
    4%, nt, 0, 12, 3, 731, nt, nt, nt, nt, nt, nt, nt, nt, nt, -0.07, 1447, -2.4, 1223
COc1cc(OC)c(NC(=O)CCNS(=O)(=O)c2cc(Br)cnc2N)cc1Cl
    13%, i, 10, 12, 3, 667, 5.2, 4.0, 12, i, -9, 2.2, -0.25, 0.89, -0.54, 0.33, 2065, 2.0, 1090

Arranged by value in MT stabilizer Hoechst-high % (lowest first): 3 from the list above.
| smiles | HEK293 NOD2/NF-kB | WT yeast gro inh mutant strain | MT stabilizer Hoechst-high % | Dynein transport | Dynein transport cytoplasmic EGFP | Dynein transport nuclear GR-EGFP | Dynein transport cell count |
| --- | --- | --- | --- | --- | --- | --- | --- |
| COc1ccc2c(c1)C=C(CN1CCC(CO)(CCc3ccccc3)CC1)CO2 | 20% | 6 | 1.0 | -0.49 | -0.16 | 0.04 | 0.47 |
| O=C(NC1CCCC1)C(c1ccncc1)N(CC1CCCO1)C(=O)Cn1nnc(-c2cccs2)n1 (stereo not drawn) | 15% | 19 | 1.6 | -0.3 | -0.19 | -0.33 | 0.3 |
| CCOC(=O)Cn1nc(/C=C/c2ccc(C(C)C)cc2)ccc1=O | -14% | -2 | 2.3 | -0.37 | -0.3 | -0.0095 | 0.42 |

Some of the compounds tested (hit frequency here may not be typical).
